Giardia FBPA inh: qHTS Assay for Inhibitors of Fructose-1,6-bisphosphate Aldolase from Giardia Lamblia; purified Giardia FBPA; 290,000 compounds, 0.71% hits; Potency, µM (titrated, usually from 59.6 µM), for the others: top-dose activity, negative = inhibition, hits mostly inhibitors; active = well fitted inhibition curve with a large enough effect; inconclusive = small, poorly fitted or top-dose-only effect, or effect the other way; also: nearly all actives have a fitted effect of over 55% in size
Target sequence (A8B2U2 whole entry, looked up): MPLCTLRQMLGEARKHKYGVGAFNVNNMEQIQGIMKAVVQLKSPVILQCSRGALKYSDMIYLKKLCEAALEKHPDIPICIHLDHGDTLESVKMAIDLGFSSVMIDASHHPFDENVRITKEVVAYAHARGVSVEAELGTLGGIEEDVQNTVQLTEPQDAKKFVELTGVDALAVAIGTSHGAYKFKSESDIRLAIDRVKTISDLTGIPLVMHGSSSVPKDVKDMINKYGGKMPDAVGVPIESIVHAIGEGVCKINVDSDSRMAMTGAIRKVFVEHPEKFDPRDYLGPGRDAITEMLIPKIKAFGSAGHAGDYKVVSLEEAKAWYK
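40 nM FBPA preincubated 10 min at RT with compound (up to 57.5 uM final), then substrate plus GAPDH/TPI/NAD/arsenate coupling and diaphorase/resazurin added. Fluorescence read after 20 min at RT, 525/598 nm.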
An asterisk follows results filed as active; & = joins results of further samples; [ ] = another dose, or the depositor's remark. % is scaled to controls: 0 for no effect and ±100 for the full control effect; potency is read from the fitted curve at half-maximal effect. This is a subset. The share of hits here may be higher or lower than overall.

Screening Cc1cc(SCc2sc(-c3ccc(C(F)(F)F)c(F)c3)nc2C)ccc1OCC(=O)O returned Giardia FBPA inh 7%&8%.
CO[C@]1(NC(=O)C(C(=O)O)c2ccc(O)cc2)C(=O)N2C(C(=O)O)=C(CSc3nnnn3C)COC21 (some centres undefined) was read as Giardia FBPA inh -11%.
For CN1C[C@H](C(=O)N[C@]2(C)O[C@@]3(O)[C@H]4CCCN4C(=O)[C@H](Cc4ccccc4)N3C2=O)C[C@H]2c3cccc4[nH]cc(c34)C[C@@H]21 the results were Giardia FBPA inh -2%.
Screening O=S(=O)(c1ccccc1)N1CCC2(CC1)CN(c1ccncc1)C2 returned Giardia FBPA inh 0%.
COC(=O)NC(/C(C(=O)OC)=C(\C)NCc1ccccc1)c1cccc(F)c1 (centres undefined) was read as Giardia FBPA inh -5%[12.9 µM].
COC(=O)NC(c1ccc2ccccc2c1)C(C(C)=O)C(=O)OC (centres undefined) was read as Giardia FBPA inh 3%[12.9 µM].
For CC(C)CCCC(C)C1CCC2C3CC=C4CC(O)CCC4(C)C3CCC12C (centres undefined) the results were Giardia FBPA inh 8%.
Screening COC(=O)c1cc(=O)c(O)c2c(O)c(O)ccc2c1 returned Giardia FBPA inh 5µM*.
`CC12C=C(/C=C/c3ccc(Br)cc3)C(C)(C1)C(c1ccc(Br)cc1)CC2=O` (centres undefined) gave Giardia FBPA inh -3%[12.9 µM].
Screening C[N+](C)(C)CC(=O)[O-] returned Giardia FBPA inh -20%.
`CC(C)c1cccc2c([Si](C)(C)C)c3c(nc12)-c1cccc(=O)n1C3` gave Giardia FBPA inh -5%.
`COc1ccc(/C=C/C(=O)N2CC3C[C@@H](C2)Cn2c3cccc2=O)cc1OC` gave Giardia FBPA inh 0%.
`CO[C@H]1COC(=O)CCC[C@H](C)[C@H](OC)COC(=O)C/C=C\[C@@H]1C` gave Giardia FBPA inh 4%[12.9 µM].
`O=Cc1ccsc1B(O)O` gave Giardia FBPA inh -1%.
COC(=O)CCC(=O)OC1(C)C(=O)C=C2C=C(C3CC3)OC=C2C1=O (centres undefined) was read as Giardia FBPA inh -13%.
For O=C1OCCC1N(C(=O)C1CC1)c1cccc(Cl)c1 (centres undefined) the results were Giardia FBPA inh 7%.
For Cc1noc(C)c1-c1nc(NCc2ccccc2)c2ccccc2n1 the results were Giardia FBPA inh -9%.
For COc1ncc2nc(CCc3ccccc3)c(=O)n(CCc3ccccc3)c2n1 the results were Giardia FBPA inh 5%.
`O=C(Nc1ccccc1)N1CCCC2(CCN(S(=O)(=O)c3ccccc3)CC2)C1` gave Giardia FBPA inh -7%.
OB(O)c1csc2ccccc12 was read as Giardia FBPA inh 1%.
`COc1cccc(C2=Nn3c(nnc3-c3cc(OC)cc(OC)c3)SC2)c1` gave Giardia FBPA inh -5%.
Screening CCCCCCCC(=O)OC[C@H](CO)OC(=O)CCCCCCC returned Giardia FBPA inh 1%.
`COc1cccc(-c2coc3ccc(Br)cc3c2=O)c1` gave Giardia FBPA inh 6%.
For CC1(C)C(C=C(Cl)Cl)C1C(=O)OC(C#N)c1cccc(Oc2ccccc2)c1 (centres undefined) the results were Giardia FBPA inh -6%.
COc1ccc(C2/C=C\CN(C(=O)c3ccc(C)cc3)C(C)C(=O)N2Cc2ccc(F)cc2)cc1 (centres undefined) was read as Giardia FBPA inh -7%.
Cc1noc(C)c1-c1cc(NC2CCNCC2)ncn1 was read as Giardia FBPA inh -3%.
`CC1COC2=C1C(=O)C(=O)c1c2ccc2c1CCCC2(C)C` (centres undefined) gave Giardia FBPA inh 1.6µM*.
`O=c1c(-c2cc(O)c(O)c(O)c2)coc2cc(O)c(O)c(O)c12` gave Giardia FBPA inh 5µM*.
Screening CC(C)(C)NCC(O)c1ccc(O)c(CO)c1 (centres undefined) returned Giardia FBPA inh -3%&-1%&-6%&-1%.
C[C@H](O)CON1C(=O)c2ccccc2C1=O was read as Giardia FBPA inh 2%.

Looked up by structure from above, 5 records:
C[C@H](O)CON1C(=O)c2ccccc2C1=O was read as Giardia FBPA inh 2%.
`COc1cccc(-c2coc3ccc(Br)cc3c2=O)c1` gave Giardia FBPA inh 6%.
COc1ccc(C2/C=C\CN(C(=O)c3ccc(C)cc3)C(C)C(=O)N2Cc2ccc(F)cc2)cc1 (centres undefined) was read as Giardia FBPA inh -7%.
Screening CC(C)(C)NCC(O)c1ccc(O)c(CO)c1 (centres undefined) returned Giardia FBPA inh -3%&-1%&-6%&-1%.
Screening CCCCCCCC(=O)OC[C@H](CO)OC(=O)CCCCCCC returned Giardia FBPA inh 1%.

Next section.
Screening CS(=O)(=O)Nc1cccc(-c2ccc3ncnc(NCCN4CCOCC4)c3c2)c1 returned Giardia FBPA inh -4%.
Screening N#Cc1cccc(NC(=O)N2CCCC3(CCN(C(=O)c4cc(C(F)(F)F)cc(C(F)(F)F)c4)CC3)C2)c1 returned Giardia FBPA inh 1%.
`COc1ccc(C2CC(O)(c3ccccc3)Oc3cc(C)c(Cl)c(C)c32)cc1` (centres undefined) gave Giardia FBPA inh -5%.
`COCCn1c(=O)c(-c2cc(F)cc(F)c2)nc2cnc(OCc3ccccc3)nc21` gave Giardia FBPA inh 2%.
COc1cc(OC)c2c(c1C(CCN1CCCC1)c1ccc(N(C)C)cc1)OC(=O)CC2c1ccc(N(C)C)cc1 (centres undefined) was read as Giardia FBPA inh -6%.
Cc1nc2cnc(N(C)C)nc2n(C2CC2)c1=O was read as Giardia FBPA inh 3%.
For CC[C@@]1(O)C(=O)OCc2c1cc1n(c2=O)-c2cc3ccccc3nc2C1 the results were Giardia FBPA inh 0%&10%.
For CCCCc1nc2c(c3c1C[C@H](C)OC3)CN(C(=O)COC)CC2 the results were Giardia FBPA inh 6%[12.9 µM].
For C[C@H]1Cc2c(-c3ccccc3)nc3c(c2CO1)CN(C(=O)c1ccco1)CC3 the results were Giardia FBPA inh 3%[12.9 µM].
COc1ccc(C2=Nn3c(nnc3-c3ccccc3OC)SC2)c(OC)c1 was read as Giardia FBPA inh 4%.
Screening CO[C@@H]1COC(=O)CC=C[C@@H](C)[C@@H]2C=C[C@H](O)[C@@H](COC(=O)C/C=C\[C@H]1C)O2 returned Giardia FBPA inh 3%[12.9 µM].
Screening Clc1ccccc1-c1nccc(NCc2ccccc2)n1 returned Giardia FBPA inh -5%.
`COc1ccccc1-c1ccc2ncnc(NC3CC3)c2c1` gave Giardia FBPA inh -3%.
`CO[C@@H](CCO)C[C@H]1O[C@H](C(=O)OC(C)C)CC[C@@H]1C` gave Giardia FBPA inh 3%.
O=C(Nc1cccc(F)c1)N1CC2(CCN(C(=O)c3cnccn3)CC2)C1 was read as Giardia FBPA inh 10%.
Screening CCCn1c(=O)c2[nH]c(-c3ccccc3)nc2n(CCC)c1=O returned Giardia FBPA inh 11%.
`COC1C=CO[C@@]2(C)Oc3c(C)c(O)c4c(O)c(c(C=NN5CCN(C)CC5)c(O)c4c3C2=O)NC(=O)/C(C)=C\C=CC(C)C(O)[C@@H](C)C(O)C(C)[C@H](OC(C)=O)C1C` (some centres undefined) gave Giardia FBPA inh inconclusive.
CCCCn1cc[n+](C)c1 was read as Giardia FBPA inh -1%.
`CC(C)N1CCN(c2ccc(C(=O)c3c(-c4ccc(O)cc4)sc4cc(O)ccc34)cc2)CC1` gave Giardia FBPA inh 5%.
`Clc1ccccc1-c1cncnc1NCCc1cnc[nH]1` gave Giardia FBPA inh -5%.
For CCCn1c(C)nc2c(NCCCN(CCO)CCO)nc(C)nc21 the results were Giardia FBPA inh 0%.
Screening O=C(c1cnccn1)N1CCC2(CC1)CN(Cc1cc(C(F)(F)F)cc(C(F)(F)F)c1)C2 returned Giardia FBPA inh -3%.
`CO/N=C(\C(=O)N[C@@H]1C(=O)N2C(C(=O)O)=C(COC(N)=O)CS[C@@H]12)c1ccco1` gave Giardia FBPA inh -14%[21.7 µM].
N#Cc1cccc(NC(=O)N2CCCC3(CCN(C(=O)c4cccc(F)c4)CC3)C2)c1 was read as Giardia FBPA inh -5%.
`O=C1CCN(CCc2ccccc2)CCN1C(CSc1ccc(Br)cc1)c1ccccc1` (centres undefined) gave Giardia FBPA inh 7%.
`CN1C(=O)COc2c(C(=O)N[C@@H]3CN4CCC3CC4)cc(Cl)cc21` gave Giardia FBPA inh 0%.
Screening Cc1cc2c(nc1C)CCCN2C[C@H](C)O/N=C\[C@@H](C)[C@H](OCc1ccccc1)C(C)C returned Giardia FBPA inh 5%[12.9 µM].
For O=C1CCC=C1C(O)CCc1ccccc1 (centres undefined) the results were Giardia FBPA inh -2%.
`O=C(O)c1ccccc1Nc1ccc(CCc2ccc(Cl)c(Cl)c2)cc1` gave Giardia FBPA inh inconclusive.
For C=CCNC(=O)N1CCc2nc(-c3ccccc3)c3c(c2C1)CO[C@@H](C)C3 the results were Giardia FBPA inh 3%[12.9 µM].
`COC1=C2C[C@@H](C)C[C@H](OC)[C@H](O)[C@@H](C)/C=C(\C)[C@H](OC(N)=O)[C@@H](OC)/C=C\C=C(/C)C(=O)NC(=CC1=O)C2=O` gave Giardia FBPA inh 3.5µM*.
For CN(C)c1ccc(-c2nc(NC3CCNCC3)c3ccccc3n2)cc1 the results were Giardia FBPA inh -23%.
`COc1ccc(Oc2ncc3nc(-c4ccccc4)c(=O)n(C[C@H]4CCCO4)c3n2)cc1` gave Giardia FBPA inh -4%.
Screening CCC1CC=CC2C1C(=O)N(Cc1ccccc1)C2c1ccc(OC)c(Cl)c1 (centres undefined) returned Giardia FBPA inh -1%.
COC(=O)[C@@]1(Cc2ccccc2)[C@H]2c3cc(C(=O)N4CCCC4)n(C)c3C[C@H]2CN1C(=O)c1ccccc1 was read as Giardia FBPA inh -2%.
COc1ccc(C[C@H](N)C(=O)N[C@@H]2[C@H](O)[C@H](n3cnc4c(N(C)C)ncnc43)O[C@@H]2CO)cc1 was read as Giardia FBPA inh -4%[21.7 µM].
For CC(=O)OCC1=C(C(=O)O)N2C(=O)C(NC(=O)Cc3cccs3)C2SC1 (centres undefined) the results were Giardia FBPA inh inconclusive.
C#CCCCO/N=C1/C[C@@H](O)[C@@H](O)[C@@H]2[C@@H]3C(=O)N(C(C)(C)C)C(=O)[C@H]3CC[C@@H]12 was read as Giardia FBPA inh 3%[12.9 µM].
`COCCn1c(=O)c(-c2ccc(F)cc2)nc2cncnc21` gave Giardia FBPA inh 2%.
Cc1cccc(CNc2ncnc3ccc(-c4cccc(NS(C)(=O)=O)c4)cc23)c1 was read as Giardia FBPA inh -13%.
For CN(Cc1ccco1)c1ccnc(-c2ccoc2)n1 the results were Giardia FBPA inh inconclusive.
Screening O=S1(=O)C2CC3C=CC2(O3)C(O)C(Cc2ccccc2)N1Cc1cccc(F)c1 (centres undefined) returned Giardia FBPA inh 2%.
Screening COc1ccc(CNc2ccnc(-c3ccccc3CN(C)C)n2)c(OC)c1 returned Giardia FBPA inh 6%.
Screening CCNc1ncc2nc(C)c(=O)n(CCC#N)c2n1 returned Giardia FBPA inh 1%.
C/C=C(\C)[C@H](O)C[Si](C)(C)c1ccccc1 was read as Giardia FBPA inh -1%.
`Cn1c(=O)c(-c2cc(F)cc(F)c2)nc2cnc(N3CCNCC3)nc21` gave Giardia FBPA inh 0%.
For CN1c2ccccc2C(NCCCCCCC(=O)O)c2ccc(Cl)cc2S1(=O)=O (centres undefined) the results were Giardia FBPA inh 9%.
`CCCCC1=CC2=C(OC(C)=O)C(=O)C(C)(OC(=O)c3ccco3)C(=O)C2=CO1` (centres undefined) gave Giardia FBPA inh -15%.
O=c1c(-c2cccs2)nc2cnc(Oc3cccc(Cl)c3)nc2n1C[C@H]1CCCO1 was read as Giardia FBPA inh -7%.
`CC(=O)N[C@@H](CCCNC(=N)N)C(=O)N[C@H](CC1CCCCC1)C(=O)N[C@@H]1CCC2SC[C@@H](C(=O)N[C@H](CCCNC(=N)N)C(=O)N[C@H](Cc3ccc(Cl)cc3)C(N)=O)N2C1=O` (some centres undefined) gave Giardia FBPA inh -1%.

Structures shown so far that have an NH in an aromatic ring, in the order listed:
For CN1C[C@H](C(=O)N[C@]2(C)O[C@@]3(O)[C@H]4CCCN4C(=O)[C@H](Cc4ccccc4)N3C2=O)C[C@H]2c3cccc4[nH]cc(c34)C[C@@H]21 the results were Giardia FBPA inh -2%.
Screening CCCn1c(=O)c2[nH]c(-c3ccccc3)nc2n(CCC)c1=O returned Giardia FBPA inh 11%.
`Clc1ccccc1-c1cncnc1NCCc1cnc[nH]1` gave Giardia FBPA inh -5%.

(listing goes on)
For COc1ccc2c(c1OC)OCC(c1ccc(OC)c(OC)c1OC)C2 (centres undefined) the results were Giardia FBPA inh -1%.
For O=c1ccc2ccc(OS(=O)(=O)O)cc2o1 the results were Giardia FBPA inh -1%.
N#Cc1cccc(-c2nc(Nc3ccncc3)c3ccccc3n2)c1 was read as Giardia FBPA inh -6%.
Screening CS(=N)(=O)CC[C@@H](N)C(=O)O (some centres undefined) returned Giardia FBPA inh 0%[21.7 µM].
`N[C@@H](CCCCNC(=O)CCCC[C@@H]1SC[C@H]2NC(=O)N[C@H]12)C(=O)O` gave Giardia FBPA inh -15%.
`Cc1cc2nc3c(=O)[nH]c(=O)nc-3n(C)c2cc1C=O` gave Giardia FBPA inh inconclusive.
COCCNc1nc(C)nc2c1nc(-c1ccccc1)n2CCCN1CCCCC1C (centres undefined) was read as Giardia FBPA inh 6%.
For O=C(Nc1cccc(F)c1)N1CC[C@@]2(CCCN(C(=O)c3csnn3)C2)C1 the results were Giardia FBPA inh 2%.

Bioassay records from PubChem BioAssay.
